USP1-UAF1 inh = Inhibitors of USP1/UAF1: Primary Screen; Ubiquitin carboxyl-terminal hydrolase 1 (Homo sapiens), O94782; recombinant USP1/UAF1, Ub-Rhodamine cleavage fluorescence; Potency, µM (top dose mostly 57.1 µM), inactives show at the highest dose activity change, negative = inhibition, most hits filed as inhibitors; 390,000 compounds, 0.23% hits; also: potency is read from the fitted curve at half-maximal effect; % is scaled to controls: 0 for no effect and ±100 for the full control effect; nearly all actives have a fitted effect of over 60% in size; inactives centre near -12
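High-throughput fluorogenic screen: 1nM USP1/UAF1 complex, Ub-Rho substrate 150nM final, 50mM HEPES pH 7.8 with 0.5mM EDTA, 0.1 mg/ml BSA, 1mM TCEP and 0.01% Tween-20.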
rTrxR1 inhibitor = qHTS Assay for Inhibitors of Mammalian Selenoprotein Thioredoxin Reductase 1 (TrxR1): qHTS. Thioredoxin reductase 1, cytoplasmic (Rattus norvegicus), O89049. recombinant rTrxR1, NADPH fluorescence consumption, selenite substrate. Potency, µM (doses to about 114 µM), without a hit: at the top dose activity change, negative = inhibition, actives largely listed as inhibitors. 390,000 compounds, 1% hits; also: potency is read from the fitted curve at half-maximal effect; % is scaled to controls: 0 for no effect and ±100 for the full control effect; nearly all actives have a fitted effect of over 65% in size
Target sequence (O89049 whole entry, looked up): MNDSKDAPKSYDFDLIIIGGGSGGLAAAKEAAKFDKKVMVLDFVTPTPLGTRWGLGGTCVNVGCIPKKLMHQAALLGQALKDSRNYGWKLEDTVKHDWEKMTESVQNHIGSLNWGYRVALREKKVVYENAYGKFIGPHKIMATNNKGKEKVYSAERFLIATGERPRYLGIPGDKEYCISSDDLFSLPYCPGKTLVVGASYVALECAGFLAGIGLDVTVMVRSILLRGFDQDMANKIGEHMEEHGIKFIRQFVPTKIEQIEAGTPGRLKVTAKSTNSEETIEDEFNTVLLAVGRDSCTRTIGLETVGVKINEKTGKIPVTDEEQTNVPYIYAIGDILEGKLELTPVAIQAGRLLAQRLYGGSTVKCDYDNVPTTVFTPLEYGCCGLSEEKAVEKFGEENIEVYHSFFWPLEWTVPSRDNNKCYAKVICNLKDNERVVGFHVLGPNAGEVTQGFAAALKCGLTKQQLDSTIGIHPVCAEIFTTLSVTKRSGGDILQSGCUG
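Rat TrxR1 (90 nM in the dispensed reagent) was pre-reduced with 400 uM NADPH for 5 min at room temperature, then incubated with compound for 15 min. After 400 uM selenite was added, NADPH fluorescence (Ex 340/Em 450 nm) was followed for 8 min.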
PI4K2A block = qHTS for small molecular inhibitors of PI4K2A; activity change, negative = inhibition, % at 76.9 µM; purified PI4K2A, ADP-Glo luminescence, 1 h; active compounds read low; Phosphatidylinositol 4-kinase type 2-alpha (Homo sapiens), Q9BTU6; AID 1346378, 2018; 420,000 compounds, 0.13% hits; in the data active = activity change below about -50%; inconclusive = mostly about -30% to -49%;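 also: -100% = wells without enzyme as full effect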
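ADP-Glo luminescence measured ADP generated by PI4K2A enzyme (4 ug/mL before mixing) with 1.2 mM PI substrate (pre-mix) and 300 microM ATP (pre-mix). Tris pH7.5 buffer with MgCl2, Triton X-100; 1 h reaction at ambient temperature.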
D2 agonist = HTS Assay for Allosteric Agonists of the Human D2 Dopamine Receptor: Primary Screen for Agonists. 340,000 compounds, 0.53% hits. activation, % at 2 µM. D(2) dopamine receptor (Homo sapiens), P14416. HEK293 T-REx D2 cells, calcium flux agonist mode;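 active = activation over 3 SD above normal in the single-dose calcium agonist read, cut at about 30% in these data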; also: 0% is about no effect
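Agonism is scored from calcium flux in a force-coupled, inducible HEK293 cell line expressing D2, read kinetically for 180 s after compound addition against dopamine controls.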
D2 antagonist = HTS Assay for Allosteric Antagonists of the Human D2 Dopamine Receptor: Primary Screen for Antagonists. D(2) dopamine receptor (Homo sapiens), P14416. HEK293 TREx D2 cells, calcium flux, dopamine EC80. inhibition, % at 10 µM. 340,000 compounds, 2% hits. AID 485344, 2010; in the data active = inhibition above about 30%; also: 0% is about no effect
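In this primary screen, negative modulation is detected by tracking calcium flux after an EC80 dopamine challenge in inducible HEK293 T-REx D2 cells preexposed to test compound for 180 s.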
mIDH1 inhibitor = qHTS for Inhibitors of mutant isocitrate dehydrogenase 1 (IDH1): qHTS | IDH1-R132H enzyme, NADPH consumption, diaphorase/resazurin fluorescence | Isocitrate dehydrogenase [NADP] cytoplasmic (Homo sapiens), O75874 | Potency, µM (highest dose often 76.6 µM), inactives show at the highest dose activity change, negative = inhibition, most hits filed as inhibitors | AID 602179, 2012 | 390,000 compounds, 0.093% hits; also: potency is read from the fitted curve at half-maximal effect; % is scaled to controls: 0 for no effect and ±100 for the full control effect; nearly all actives have a fitted effect of over 65% in size
Target sequence (O75874 whole entry R132H, stated change not applied): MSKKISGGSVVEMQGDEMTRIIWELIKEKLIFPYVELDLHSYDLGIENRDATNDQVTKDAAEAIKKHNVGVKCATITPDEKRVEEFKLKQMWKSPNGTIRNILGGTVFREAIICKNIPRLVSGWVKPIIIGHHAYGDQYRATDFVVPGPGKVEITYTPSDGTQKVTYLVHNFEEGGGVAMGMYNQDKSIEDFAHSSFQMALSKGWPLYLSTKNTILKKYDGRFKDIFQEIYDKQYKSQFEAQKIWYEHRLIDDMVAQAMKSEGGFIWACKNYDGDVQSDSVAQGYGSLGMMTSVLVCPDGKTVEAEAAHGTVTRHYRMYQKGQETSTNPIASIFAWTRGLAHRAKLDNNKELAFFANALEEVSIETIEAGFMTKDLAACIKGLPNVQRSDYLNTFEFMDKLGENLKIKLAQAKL
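IDH1-R132H (0.5 ug/mL dispensed) in pH 7.5 Tris buffer was preincubated 30 min with compound, then given a substrate mix of 0.016 mM NADPH and 2 mM alpha-KG for 80 min at room temperature; remaining NADPH was read by diaphorase/resazurin fluorescence.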
TRHR ag = qHTS for Small Molecule Agonists and Allosteric Enhancers of Human TRH Receptor: Primary Screen for Agonists; TRHR cells, calcium flux fluo-8, FDSS agonist mode; 360,000 compounds, 0.18% hits; Thyrotropin-releasing hormone receptor (Homo sapiens), P34981; activation, % at 2 µM; AID 493084, 2011; in the data active = activation above about 30%; also: 0% is about no effect
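Fluo-8-loaded TRHR cells; 10 s baseline, compound added, kinetic Ca2+ fluorescence read 1/s, agonist mode.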
TRHR enhancer = qHTS for Small Molecule Agonists and Allosteric Enhancers of Human TRH Receptor: Primary Screen for Enhancers. Thyrotropin-releasing hormone receptor (Homo sapiens), P34981. TRHR cells, fluo-8 calcium fluorescence, EC20 TRH enhancement. enhancement, % at 2 µM. 360,000 compounds, 0.66% hits; in the data active = enhancement above about 30%; also: 0% is about no effect
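TRHR-expressing cells loaded with fluo-8 calcium dye were read kinetically (ex 480/em 530) during compound addition, then stimulated with an EC20 of TRH (10 nM final). Enhancement of the Gq-mediated intracellular calcium response was scored.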
TrxR1 substrate = qHTS Assay for Substrates of Mammalian Selenoprotein Thioredoxin Reductase 1 (TrxR1): qHTS | Thioredoxin reductase 1, cytoplasmic (Rattus norvegicus), O89049 | purified TrxR1 substrate turnover, NADPH consumption readout | Potency, µM (doses to about 114 µM), without a hit: at the top dose activity change, negative = substrate turnover | 390,000 compounds, 0.01% hits | AID 588456, 2011; also: potency is read from the fitted curve at half-maximal effect; % is scaled to controls: 0 for no effect and ±100 for the full control effect; nearly all actives have a fitted effect of over 50% in size
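Rat TrxR1, dispensed at 90 nM, was prereduced with 400 uM NADPH (final) for 5 min at ~22 deg C, then incubated with compound 15 min before 400 uM selenite. A first-read NADPH fluorescence drop versus no-compound background flagged substrates.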
Numbers without * were called inactive; ? = inconclusive; / = not tested or not shown; [ ] = remark or other dose. Unless noted, calls follow the shape of the dose curve; as a rule, active = well fitted inhibition curve with a large enough effect; inconclusive = small, poorly fitted or top-dose-only effect; inactive = no such curve, though single readings can be large or run the other way. Compounds as they come; about 3.9% have a hit in one of these screens.

Results follow in this order: USP1-UAF1 inh, rTrxR1 inhibitor, PI4K2A block, D2 agonist, D2 antagonist, mIDH1 inhibitor, TRHR ag, TRHR enhancer, TrxR1 substrate
- O=C(CN1C(=O)/C(=C2\SC(=S)N(C3CCS(=O)(=O)C3)C2=O)c2ccccc21)Nc1ccccc1 (centres undefined)
 : -17%, 14%[57.1 µM], 4, 0.8, -15, 3%, 0.6, -12, -22%[57.1 µM]
- CC(C(=O)O)c1ccc(C(=O)c2ccccc2)s1 (centres undefined)
 : 11%, 12%, ?, -0.9, 4, -5%, -0.6, -3, -6%
- COc1ccc(C2CC(c3ccc(F)cc3)Nc3nc(N)nn32)cc1OC (centres undefined)
 : -20%, 10%[57.1 µM], -3, -0.8, -3, -12%, -0.1, -9, 8%[57.1 µM]
- CCCCCCOC(=O)C1=C(C)NC(=O)NC1c1ccc2c(c1)OCO2 (centres undefined)
 : -14%, 14%, -2, 0.2, 0, 0%, 0.4, 0, 0%
- Cc1ccc(C2SCC(=O)N2c2ccccc2)cc1 (centres undefined)
 : -3%, 22%[57.1 µM], 1, -0.4, 2, 8%, -1.2, 7, 2%[57.1 µM]
- Cc1cc(C(=O)COC(=O)c2ccccc2O)c(C)n1Cc1cccs1
 : -12%, 45%[activator], -5, 0.4, 9, 8%, 1.3, -2, 32%[activator]
- FC(F)(F)c1ccc(Sc2n[nH]c(C(F)(F)F)n2)nc1
 : 2%, 20%[57.1 µM], -2, 0.0, -3, -3%, 1.8, -2, 5%[57.1 µM]
- O=C(O)CCCn1c(=O)[nH]c2ccccc2c1=O
 : -19%, 5%, 1, -0.3, -2, 8%, 0.2, -1, 4%
- COC(=O)COc1cccc(NC(=O)COc2ccccc2)c1
 : -14%, -13%, -2, 0.0, 8, 1%, -0.3, -2, -13%
- OCc1ccccc1OCCCN1CCC(Cc2ccccc2)CC1
 : -18%, 10%, -5, 2.4, 41*, -8%, -0.2, 1, 3%
- COc1cc(C2CC(=O)N3CN(Cc4ccco4)CSC3=C2C#N)ccc1OCc1ccccc1 (centres undefined)
 : ?, ?, -5, 1.0, 0, 8%, 0.1, -3, 3%[57.1 µM]
- CC(=O)c1cccc(NC(=S)Nc2cccc3ccccc23)c1
 : ?, -20%, 5, -0.2, 0, 5%, -0.4, -1, 26%
- O=C(CN1C(=O)c2ccccc2C1=O)Nc1cccc(S(=O)(=O)Nc2ccccc2Cl)c1
 : 0%, 7%[57.1 µM], -3, 0.9, -1, 1%, 0.2, -5, -12%
- Cc1ccc(S(=O)(=O)Nc2c(O)c3ccccc3oc2=O)cc1
 : -6%, 37%[activator][0.457 µM], 3, 0.0, -2, 7%, -0.9, -6, 3%
- C=CCOC(=O)C1=C(C)NC(SCC(=O)OCC)=C(C#N)C1c1ccc(C)cc1 (centres undefined)
 : -10%, -36%, -1, -0.2, -2, 9%, -0.1, -3, 2%

Later entries
Results follow in this order: USP1-UAF1 inh, rTrxR1 inhibitor, PI4K2A block, D2 agonist, D2 antagonist, mIDH1 inhibitor, TRHR ag, TRHR enhancer, TrxR1 substrate
- Cc1cc(SCCOc2ccc(Br)cc2)nc(N)n1
 : -13%, 5%[57.1 µM], 2, -0.1, -18, 6%, 0.6, -8, 1%
- CCOc1ccc2[nH]c(=O)c(CN(CC3COCCO3)C(=O)C3CC3)cc2c1 (centres undefined)
 : -10%, 17%[11.4 µM], 4, 3.6, -17, 2%, -0.2, -3, 20%[11.4 µM]
- Cc1cc(C)c(C(=O)COC(=O)c2cc([N+](=O)[O-])ccc2NCCO)cc1C
 : -16%, 8%, 2, 2.6, 6, 12%, 0.1, -7, -4%
- COC(=O)c1cc2oc3ccccc3c2n1CC(=O)Nc1ccc(C)cc1Cl
 : -11%, 42%, 0, 0.0, /, 0%, 0.1, 2, 4%
- CCOC(=O)C1CCN(C(=O)c2ccc(NS(=O)(=O)c3ccc4[nH]c(=O)[nH]c4c3)cc2)CC1
 : -16%, 17%, 0, /, /, -5%, /, /, -2%
- O=C(CCC1CCCN(c2ncccn2)C1)NCc1ccc(F)c(F)c1 (centres undefined)
 : -14%, 28%, 2, 0.6, -15, 1%, -1.3, -1, 2%
- O=c1c(C=Nc2ccc(Oc3ccccc3)cc2)c[nH]n1-c1cccc(Cl)n1
 : -13%, 26%[57.1 µM], 4, -0.1, -26, 15%, 0.3, 14, 12%[57.1 µM]
- COc1ccc(C(=O)c2nc3c(n2O)CCCC3)cc1OC
 : -8%, -4%[57.1 µM], -6, /, /, 0%, 0.3, -4, 1%[57.1 µM]
- Cc1cccc(NC(=O)N2CCCCCC2)c1
 : -9%, 10%, -3, /, /, 0%, 0.0, 7, 4%
- CN(c1ccccc1C(=O)N1CCN(c2ccccc2F)CC1)S(=O)(=O)c1ccccc1
 : -18%, 8%, 3, 2.1, 0, -2%, 0.1, 3, 1%
- O=[N+]([O-])c1ccc(COc2cccc(CN3CCCC3)c2)cc1
 : ?, -22%, -4, /, /, 7%, /, /, 2%
- COc1ccc(Cl)cc1C(=O)C1CCCN(Cc2cnc(N3CCOCC3)s2)C1 (centres undefined)
 : -15%, -45%, -1, 0.2, 12, 4%, -2.5, 0, 12%[57.1 µM]
- CCc1cccc(C)c1NC(=O)C(c1ccccc1)N1CCC1=O (centres undefined)
 : -12%, -13%, -1, /, /, 3%, 0.1, 2, -2%
- Cc1nc([N+](=O)[O-])cn1CC(=O)c1ccc(Br)cc1
 : -17%, 9%, -1, 0.0, -5, -12%, -0.3, 1, 4%
- Cc1c2c(c(C)n1C)C(C(=O)NC1CCCCC1)N(Cc1ccccc1)C2=O (centres undefined)
 : -13%, -9%[57.1 µM], 0, 0.2, -6, 7%, -0.1, -4, -2%[57.1 µM]

Structures listed so far printed as active in D2 antagonist:
Compound | USP1-UAF1 inh | rTrxR1 inhibitor | PI4K2A block | D2 antagonist | mIDH1 inhibitor | TRHR ag | TRHR enhancer | TrxR1 substrate
OCc1ccccc1OCCCN1CCC(Cc2ccccc2)CC1 | -18% | 10% | -5 | 41* | -8% | -0.2 | 1 | 3%

The list goes on:
Results follow in this order: USP1-UAF1 inh, rTrxR1 inhibitor, PI4K2A block, D2 agonist, D2 antagonist, mIDH1 inhibitor, TRHR ag, TRHR enhancer, TrxR1 substrate
- O=C(c1ccco1)N1CCN(C(=O)c2cc(-c3ccncc3)nc3ccc(Br)cc23)CC1
 : -12%, -60%, -9, /, /, 4%, /, /, 5%
- Cc1ccc(NC(=O)Cn2c(/C=C/c3ccccc3)nc3ccccc32)cc1C
 : -8%, 70%[activator], -1, 0.7, -11, -3%, 1.0, -5, 63%[activator]
- CCOC(=O)C1CCCN(C(=O)CSc2nnnn2C)C1 (centres undefined)
 : -6%, 23%, -6, /, /, -6%, /, /, -3%
- COc1ccc(CN2C(=O)CN(C3CCCCCC3)C(=O)C2c2ccc(OC)c(OC)c2)cc1 (centres undefined)
 : 4%, 8%, -2, 0.3, -3, -2%, -1.0, 1, -1%
- O=C1CC2CS(=O)(=O)CC2N1C1CCCCC1 (centres undefined)
 : -13%, 12%[57.1 µM], 3, 0.3, -3, 11%, 0.8, 4, -4%[57.1 µM]
- Cc1ccc(S(=O)(=O)N2CCCCC2)cc1NC(=O)Cc1cccs1
 : -11%, 1%, 5, /, /, 0%, /, /, -6%
- Cc1ccccc1OCC(=O)Nc1cccc2nsnc12
 : -16%, 17%, -10, -0.3, -16, 3%, 0.1, -4, 85%[activator]
- COCCCNC(=O)Cn1c(=O)n(CCCCCC(=O)Nc2ccccc2)c(=O)c2sccc21
 : 6%, 5%, -1, /, /, 0%, 0.1, 13, -6%
- Cc1cc(=O)oc2c(O)c(O)ccc12
 : -16%, 2%, -7, /, /, 10%, /, /, 2%
- CCN(CC)c1nc2ccccc2[nH]c1=O
 : -17%, 17%, 0, 0.0, 3, 2%, 1.3, -1, -4%
- O=C(NC1CC1)C1=C[C@@H](C2CCCCC2)C[C@@H](OCc2ccc(CO)cc2)O1
 : 2%, 2%, -3, 0.0, 2, -16%, 0.3, -1, 4%[57.1 µM]
- Cc1cccc2cc(CN(CCCN(C)C)C(=S)NCCc3ccccc3)c(=O)[nH]c12
 : -17%, 9%[57.1 µM], 5, 3.6, -17, 0%, 3.3, 4, 11%[57.1 µM]

Reformatted: entries from further up
mol,USP1-UAF1 inh,rTrxR1 inhibitor,PI4K2A block,D2 agonist,D2 antagonist,mIDH1 inhibitor,TRHR ag,TRHR enhancer,TrxR1 substrate
Cc1ccccc1OCC(=O)Nc1cccc2nsnc12,-16%,17%,-10,-0.3,-16,3%,0.1,-4,85%[activator]
COCCCNC(=O)Cn1c(=O)n(CCCCCC(=O)Nc2ccccc2)c(=O)c2sccc21,6%,5%,-1,/,/,0%,0.1,13,-6%
Cc1cc(=O)oc2c(O)c(O)ccc12,-16%,2%,-7,/,/,10%,/,/,2%
